# Compound activity from PubChem BioAssay.
# UGM FP inh: inhibitors of M. tuberculosis UDP-galactopyranose mutase. P9WIQ1. purified UGM, fluorescence polarization probe displacement. inhibition, % at 10 µM. actives 0.06% (n = 320,000). AID 504406; in the data active = inhibition above about 10%, passing the limit was not always enough
# TcdB inh: inhibitors of Clostridioides difficile toxin B glycohydrolase; P18177; TcdB glycohydrolase enzymatic assay, plate reader; inhibition, % at 9.99 µM; actives 0.24% (n = 350,000); AID 652162; in the data active = inhibition above about 10%
# PfHsp40 yeast: rescue of PfHsp40-mediated yeast toxicity; S. cerevisiae expressing PfHsp40, growth rescue, ATP luminescence; growth rescue, % at 12.5 µM; AID 504582; actives 0.68% (n = 340,000); in the data active = growth rescue above about 28%, passing the limit was not always enough;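 note: yeast W303a lacking pdr1 and pdr3 grown in galactose medium; growth measured after three days at 30 °C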
# Yp Topo-I inh: inhibitors of Yersinia pestis topoisomerase I; activity, % at 10 µM; actives 0.064% (n = 360,000); Y. pestis Topo-I cleavage product accumulation, plate reader; in the data active = activity above about 50%, passing the limit was not always enough; note: inactives centre near 2
# Mtb BioA inh: BioA (M. tuberculosis) enzyme inhibition | actives 0.096% (n = 360,000) | inhibition, % at 9.99 µM | AID 602481 | purified M. tuberculosis BioA enzyme, plate reader; in the data active = inhibition above about 40%
# Vc quorum ag: quorum light induction in luxS cqsA deficient V. cholerae. V. cholerae BH1578 lux reporter, luminescence, 6 h. activation, % at 18.7 µM. actives 0.16% (n = 350,000); in the data active = activation mostly above about 9.7%, no sharp cut-off; note: not every result past the cut was called active; inactives centre near 0; reference of the scale not given here
# GDH-TPI inh: inhibits GDH-TPI coupling enzymes, artifact for Mtb FBA screen. inhibition, % at 4.8 µM. AID 588335. GDH-TPI coupled enzyme counterscreen, NADH absorbance. actives 1.2% (n = 360,000); in the data active = inhibition above about 30%;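 note: 0% = DMSO wells and 100% = wells lacking the enzyme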
# Mtb FBA inh: inhibitors of M. tuberculosis fructose-bisphosphate aldolase; purified M. tuberculosis FBA, fluorescence read-out; P9WQA3; inhibition, % at 1 µM; actives 2.3% (n = 360,000); in the data active = inhibition above about 27%;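 note: 0% = vehicle and 100% = reference inhibitor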
# FadD28 binding: M. tuberculosis FadD28 bisubstrate binding inhibition; FadD28 bisubstrate probe binding, fluorescence polarization; inhibition, % at 12.5 µM; actives 0.22% (n = 360,000); in the data active = inhibition above about 8.5%, passing the limit was not always enough
# Numbers without * were called inactive; i = inactive; . = no result given; + = active, no number. An unsorted share of the library; overall some 4.6% were active at least once.
# Start of the data: the first 5 entries, ahead of the listing:
SMILES	UGM FP inh	TcdB inh	PfHsp40 yeast	Yp Topo-I inh	Mtb BioA inh	Vc quorum ag	GDH-TPI inh	Mtb FBA inh	FadD28 binding
CCOC(=O)N1CCN(C(=O)C(CC(C)C)NS(=O)(=O)c2ccc3c(c2)oc(=O)n3C)CC1 (configuration not stated)	-0.7	.	0.9	1	.	i	9	0	1.6
CSCCC(NC(=O)OC(C)(C)C)C(=O)NC(CC(C)C)C(N)=O (configuration not stated)	-1.3	.	-1.7	-2	-0.9	i	9	-4	-1.9
CC12CC3CC1C(C(=O)O2)C3C(=O)O (configuration not stated)	.	0.1	-0.9	1	.	-2.3	2	6	-3.2
COC(=O)c1sccc1NC(=O)CSc1ccccc1NS(=O)(=O)c1ccc(F)cc1	-2.5	.	5.3	17	.	-0.2	5	-4	0.3
CC(C)(C)c1nc(NCc2ccc3c(c2)OCO3)c2nnn(Cc3ccccc3Cl)c2n1	-0.8	.	-0.3	0	-1.8	i	-4	3	0.2

# All compounds of this part, previewed entries included:
SMILES	UGM FP inh	TcdB inh	PfHsp40 yeast	Yp Topo-I inh	Mtb BioA inh	Vc quorum ag	GDH-TPI inh	Mtb FBA inh	FadD28 binding
CCOC(=O)N1CCN(C(=O)C(CC(C)C)NS(=O)(=O)c2ccc3c(c2)oc(=O)n3C)CC1 (configuration not stated)	-0.7	.	0.9	1	.	i	9	0	1.6
CSCCC(NC(=O)OC(C)(C)C)C(=O)NC(CC(C)C)C(N)=O (configuration not stated)	-1.3	.	-1.7	-2	-0.9	i	9	-4	-1.9
CC12CC3CC1C(C(=O)O2)C3C(=O)O (configuration not stated)	.	0.1	-0.9	1	.	-2.3	2	6	-3.2
COC(=O)c1sccc1NC(=O)CSc1ccccc1NS(=O)(=O)c1ccc(F)cc1	-2.5	.	5.3	17	.	-0.2	5	-4	0.3
CC(C)(C)c1nc(NCc2ccc3c(c2)OCO3)c2nnn(Cc3ccccc3Cl)c2n1	-0.8	.	-0.3	0	-1.8	i	-4	3	0.2
O=S1(=O)C=C(N2CCOCC2)c2ccccc21	3.8	.	0.7	0	-0.8	-1.2	-5	2	-3.4
CCN(CC)S(=O)(=O)c1cccc(C(=O)NC(C(=O)NCCc2ccccn2)C(C)C)c1 (configuration not stated)	-1.7	2.5	-1.2	-5	-1.9	-0.4	4	5	-0.7
FC(F)(F)C1=CC(c2ccc(Br)cc2)=NCCN1	-2.4	.	-0.4	1	0.8	2.2	20	10	1.2
COc1ccc(NC(=O)c2cccnc2N2CCOCC2)cc1	-0.5	3.2	0.1	2	.	-0.3	0	-1	-1.7
Cc1ccccc1/C=N/Nc1nc2ccccc2[nH]1	0.3	0.9	.	2	.	-0.4	12	189*	0.7
COC(C(=O)N1CCC(CCC(=O)Nc2ccccc2)CC1)c1ccccc1 (configuration not stated)	-2.4	-0.4	0.8	4	0.3	i	-10	-1	-1.4
O=C(CSc1ccccc1)Nc1ccc(-c2nc3ccccc3[nH]2)cc1	2.0	.	0.7	4	.	3.4	9	0	-3.5
CCCC(=O)NC(Oc1ccc(OC)cc1)C(Cl)(Cl)Cl (configuration not stated)	-4.5	1.2	0.9	1	.	-0.2	7	0	-2.1
COc1ccc2nc(SCC(=O)Nc3ccc(S(=O)(=O)Nc4onc(C)c4C)cc3)[nH]c2c1	1.5	.	-1.0	-7	-0.3	-0.1	10	5	-3.3
COC(=O)c1[nH]c2c(c1C)C(=O)CC(c1ccc(C)cc1)C2 (configuration not stated)	0.0	.	-0.2	-2	-0.7	-0.4	22	-1	-3.8
CCOC(=O)C1CCN(c2nc3ccccc3nc2C(C#N)C(=O)OC(C)C)CC1 (configuration not stated)	2.2	.	-0.1	-4	-2.6	6.7	2	-2	-2.3
COc1cc(OC)cc(-c2c(-c3cccs3)c3cc(-c4ccc(C(N)=O)cc4)ccc3n2C)c1	4.5	.	0.1	-4	-1.4	i	9	3	-5.7
Cc1cc(OCC(O)CN2CCN(c3ccccn3)CC2)cc(C)c1Cl (configuration not stated)	0.6	0.7	0.2	37	0.5	-0.4	6	2	-1.9
COc1cc(OC)c(S(=O)(=O)Nc2ccccc2N2CCOCC2)cc1NC(C)=O	3.0	5.3	-1.6	1	.	i	0	3	-3.1
CCOC(=O)c1ccc(NC(=O)CC2Sc3ncnn3C2=O)cc1 (configuration not stated)	0.6	.	42*	5	.	i	10	1	-0.3
Cc1cc(C)nc(-n2nc(C)c3c(C(=O)O)cc(-c4cccc(Br)c4)nc32)n1	-0.4	1.0	-0.2	11	.	-2.4	9	22	-0.8
COc1cc2c(cc1OC)CN(CC(=O)Nc1ccccc1C(=O)NC1CC1)CC2	-0.5	-2.2	-0.4	5	1.4	-1.2	3	1	0.9
Cc1cc2oc(=O)c(CC(=O)NCCCO)c(C)c2c2occ(C(C)(C)C)c12	-0.1	0.1	-1.4	22	1.7	-1.0	10	31*	0.6
COc1ccc(S(=O)(=O)N2CCC(C(=O)NCCCN3CCOCC3)CC2)cc1	0.5	0.6	-0.1	-2	-0.8	-0.3	-3	1	-1.8
c1csc(C2Nc3cccc4cccc(c34)N2)c1	0.5	.	0.5	-31	-2.5	i	2	3	-2.8
CC(C)n1cc(CN2CCCC(C(=O)Nc3cccc(-c4cc5ccccc5[nH]4)c3)C2)cn1 (configuration not stated)	-0.1	1.2	1.2	-2	-1.7	-0.9	6	15	-3.5
CC1(c2ccccc2Cl)NC(=O)N(CC(=O)N2CCc3ccccc32)C1=O (configuration not stated)	-0.7	1.0	-1.4	20	2.1	-1.7	11	2	0.3
COc1cc(C2CC(c3ccccc3)=NN2c2ccccc2)ccc1OCC(=O)O (configuration not stated)	2.7	0.7	1.2	16	1.0	-0.4	12	+	0.3
COc1ccc(-c2cc(-c3n[nH]c(=S)n3-c3ccccc3Cl)[nH]n2)cc1	0.7	-1.0	1.4	1	.	-0.3	3	-1	-1.3
COc1ccccc1C(=O)NCC(=O)OCC(=O)N(CC(C)C)c1c(N)n(Cc2ccccc2)c(=O)[nH]c1=O	2.8	0.2	2.3	0	0.1	-0.3	4	4	-1.3
Cc1ccccc1C(=O)NC1CCN(CC(=O)NCc2cccs2)CC1	-1.8	0.9	-0.1	-9	.	-1.9	2	3	-3.0
CCOc1ccc(NC(=O)CN(C)C(=O)c2c(C)nn(-c3ccccc3)c2Cl)cc1OCC	2.9	0.8	-0.9	6	-1.0	i	-1	-1	-3.4
CN(C)/C=C1\SC(=S)N(c2ccc(F)cc2)C1=O	0.0	1.0	-1.2	-1	.	-1.2	9	5	-1.2
O=C(NCCOc1ccccc1)C1CCC(=O)N(CCc2ccccn2)C1 (configuration not stated)	-1.5	0.8	-0.3	0	-0.6	-0.2	4	1	-0.1
O=C(N/N=C\c1ccc(CNS(=O)(=O)c2ccccc2)o1)C(=O)Nc1ccc(F)cc1	1.2	1.0	0.2	4	-0.1	i	11	4	-3.4
Cc1ccc(-c2noc(CCC(=O)NC3CCCC3)n2)cc1	-2.2	1.9	-0.2	5	0.3	-4.5	5	3	1.1
C=CCSc1cc(C)nc2c(-c3ccccc3)c(C)nn12	2.3	1.2	2.2	19	1.3	-0.4	18	-1	-2.0
COC(=O)c1ccc(NS(=O)(=O)c2cc(C)ccc2OC)cc1	0.3	.	-1.4	3	-0.4	-5.6	-3	1	-4.7
CSCC[C@H](NC(=O)c1ccc(Cl)c([N+](=O)[O-])c1)c1nc2ccccc2[nH]1	-1.9	.	0.0	3	0.3	-0.1	7	1	1.2
CC(/C=N/NC(=O)c1ccc2nc(C)[nH]c2c1)=C\c1ccccc1	0.8	.	-0.2	-9	.	-0.1	6	3	-3.1
O=C(Nc1nnc(SCc2ccccc2F)s1)c1ccco1	-1.8	0.9	-0.6	6	.	1.5	14	0	-1.8
CCN(Cc1ccccc1)C(=O)CSc1ccccc1C(=O)O	4.9	-0.7	-1.1	11	.	i	-3	0	-4.9
O=c1cc(-c2ccc(Cl)c(Cl)c2)[nH][nH]1	-2.8	.	-0.7	-13	-1.6	-0.2	8	-4	1.8
CCOc1ccc(NC(=S)NC(=O)/C=C/c2ccco2)cc1	1.0	0.5	0.2	5	-1.1	-0.8	11	-4	-0.9
CCOC(=O)N1CCN(C(=O)c2cccc(S(=O)(=O)Nc3ccccc3Cl)c2)CC1	0.5	2.6	-1.3	5	-0.1	-0.3	-3	-2	-3.7
Cc1c(C(=O)NCc2ccc3c(c2)OCCO3)sc(=O)n1Cc1cccc(C(F)(F)F)c1	.	0.5	.	27	-1.2	-0.4	8	0	-4.6
Cc1ccc(-c2cc(C(=O)NCCc3ccc(S(N)(=O)=O)cc3)c3ccccc3n2)cc1	-2.7	0.6	0.8	13	.	i	13	34*	0.0
CCN1CCN(S(=O)(=O)c2ccc(C)c([N+](=O)[O-])c2)CC1	-3.3	.	-0.3	0	-0.3	1.8	-1	5	-2.1
O=C(Oc1cccc2c(O)cccc12)c1ccccc1Cl	.	4.3	4.4	2	1.4	i	-4	1	-3.2
Cc1cc(NC(=O)Nc2ccccc2Cl)no1	-0.1	1.1	-1.3	3	2.5	0.0	-1	1	-2.0
CCC(CC)NC(=O)CON=C1c2ccccc2-c2ccccc21	.	.	1.4	15	-0.6	-0.2	7	0	0.8
CN(Cc1ccco1)C(=O)Cn1nc(-c2ccc(Cl)cc2)ccc1=O	-0.1	0.9	0.0	2	.	-0.5	21	5	-2.7
Cn1c(N)c(C(=O)COC(=O)CNC(=O)c2ccccc2)c(=O)n(C)c1=O	-1.3	1.8	-0.1	-4	-0.5	-2.9	9	1	-0.6
O=C(Cn1ccc([N+](=O)[O-])n1)NCc1cccs1	0.6	1.3	2.5	4	-1.0	-0.4	4	1	-2.1
Cc1c(Cl)cccc1NC(=O)CNC(=O)C1CCN(C(=O)Nc2ccccc2)CC1	0.1	0.1	-0.4	-6	-5.7	i	5	3	-1.1
N#CC1=C2C=Cc3ccccc3N2CCCC1=O	0.4	.	0.4	0	0.6	i	7	4	1.1
Cc1ccccc1CN1CCN(S(C)(=O)=O)CC1	-1.2	0.5	0.1	6	-0.6	i	8	2	-0.2
COc1ccc(NC(=O)NNC(=O)c2ccc3ccccc3c2O)cc1OC	-1.6	0.9	-0.3	-9	0.3	-0.4	9	36*	-4.0
Cc1ccccc1NC(=O)/C(C#N)=C/c1ccc[nH]1	-1.5	1.2	0.0	-7	-3.3	0.7	21	0	-2.2
Cc1nn(CCO)c(C)c1Oc1ccccc1O	-2.9	.	-1.8	0	-0.3	.	-18	0	-2.9

# Results in PfHsp40 yeast, TcdB inh and Yp Topo-I inh (2 entries from above):
molecule	PfHsp40 yeast	TcdB inh	Yp Topo-I inh
Cc1ccccc1CN1CCN(S(C)(=O)=O)CC1	0.1	0.5	6
COc1ccc(NC(=O)NNC(=O)c2ccc3ccccc3c2O)cc1OC	-0.3	0.9	-9

# Following part:
SMILES	UGM FP inh	TcdB inh	PfHsp40 yeast	Yp Topo-I inh	Mtb BioA inh	Vc quorum ag	GDH-TPI inh	Mtb FBA inh	FadD28 binding
CCC(Oc1ccccc1)C(=O)Nc1ccc(S(=O)(=O)N2CCOCC2)cc1 (configuration not stated)	0.4	1.2	-0.9	5	0.5	-0.5	-2	0	-3.5
CCOC(=O)c1cc(-c2ccccc2)n(CC(=O)Nc2ccc(OC)c(OC)c2)c1C	-1.3	0.2	0.3	20	.	-0.4	6	1	-4.0
CC1=CC(C)(C)Nc2ccc(OC(=O)c3ccco3)cc21	1.0	.	-0.9	-7	1.3	i	1	1	-1.2
CC1=CC(=C(C#N)C#N)C=C(C)N1Cc1ccc(Cl)cc1	-0.1	0.2	0.5	-4	.	-0.7	30	4	0.1
COc1ccc(-n2nnc3c(=O)n(CC(=O)Nc4cc(C)on4)cnc32)cc1	-1.3	-0.1	3.8	2	.	-3.3	9	-1	-2.4
Cc1ccc(NC(=S)NNC(=O)c2ccc(N3CCOCC3)c([N+](=O)[O-])c2)cc1C	1.0	.	7.9	-2	.	0.7	12	0	3.5
Cc1ccc(S(=O)(=O)NC(=O)C2(C)CCN2C(=O)Cc2ccc(Cl)cc2Cl)nc1 (configuration not stated)	.	1.8	.	6	-0.2	-3.3	-3	1	-0.2
